TWEAK Fn14 block = TWEAK-Fn14 signaling inhibition | AID 1159606 | inhibition, % at 10 µM | 2% of 360,000 active | TWEAK-stimulated Fn14 reporter cells, luciferase luminescence, 8 h; in the data active means inhibition above about 50%
NCOA1 inh = inhibits human SRC1 coactivator; HEK293 GAL4-SRC1 luciferase reporter, luminescence; inhibition, % at 3.6 µM; Q15788; 0.12% of 360,000 active;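 active means inhibition above the campaign mean plus 3 SD, with each screening campaign given its own cutoff, cut at about 60% in these data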;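 further: 0% = DMSO treated cells and 100% = gossypol at 36 µM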
TLR9-MyD88 inh = inhibitors of human TLR9-MyD88 binding | Q9NR96+Q99836 | CHO BLA complementation TLR9-MyD88, CCF4 FRET ratio | inhibition, % at 4.98 µM | 0.21% of 340,000 active;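 active means inhibition above the mean over all tested compounds plus 3 SD, cut at about 21% in these data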;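 further: 0% = DMSO only wells and 100% = clavulanate BLA inhibitor control wells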
ABHD5 PLIN5 PPI = inhibitors of human ABHD5-perilipin-5 interaction; 0.78% of 360,000 active; inhibition, % at 4 µM; Split G. princeps luciferase complementation, luminescence, 4 h; Q00G26+Q8WTS1;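 active means inhibition above the mean inhibition across every tested compound plus 3 SD, cut at about 22% in these data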;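 further: 0% = DMSO only wells and the 100% control is not disclosed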
Target sequence (Q00G26 whole entry, looked up): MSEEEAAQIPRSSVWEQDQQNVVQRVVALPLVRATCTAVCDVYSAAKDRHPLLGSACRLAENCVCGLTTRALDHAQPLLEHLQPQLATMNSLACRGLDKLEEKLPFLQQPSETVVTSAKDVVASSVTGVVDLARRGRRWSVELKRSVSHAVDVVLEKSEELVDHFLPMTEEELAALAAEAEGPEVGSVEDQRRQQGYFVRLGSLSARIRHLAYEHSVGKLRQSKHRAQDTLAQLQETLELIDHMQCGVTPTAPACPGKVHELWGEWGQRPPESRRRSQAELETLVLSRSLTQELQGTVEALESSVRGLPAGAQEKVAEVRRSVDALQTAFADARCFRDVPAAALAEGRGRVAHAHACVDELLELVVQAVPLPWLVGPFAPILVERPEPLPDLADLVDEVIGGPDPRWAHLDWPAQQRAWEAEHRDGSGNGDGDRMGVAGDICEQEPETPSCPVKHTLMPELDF
Target sequence (Q8WTS1 whole entry, looked up): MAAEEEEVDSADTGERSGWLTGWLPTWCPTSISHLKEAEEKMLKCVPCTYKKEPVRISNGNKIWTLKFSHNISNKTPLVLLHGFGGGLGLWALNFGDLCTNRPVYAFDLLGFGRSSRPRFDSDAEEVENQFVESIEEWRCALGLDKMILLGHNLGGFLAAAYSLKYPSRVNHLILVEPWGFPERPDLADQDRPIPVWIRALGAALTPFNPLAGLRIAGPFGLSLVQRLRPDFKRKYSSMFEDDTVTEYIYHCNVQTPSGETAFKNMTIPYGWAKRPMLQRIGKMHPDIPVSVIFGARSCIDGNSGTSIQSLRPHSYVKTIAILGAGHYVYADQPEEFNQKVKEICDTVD
TROY signal inh = inhibitors of TROY-dependent NF-kB signaling. AID 1347056. 0.98% of 360,000 active. Q293 LMP1-TROYcd NF-kB luciferase reporter, 4 h. inhibition, % at 10 µM;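 active means compounds whose plate-normalised and pattern-corrected inhibition of the luciferase reporter signal at the single screening dose is 50% or more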
SRC3 inh = inhibitors of human steroid receptor coactivator 3 (SRC3); Q9Y6Q9; HEK293 GAL4-SRC3 luciferase reporter, luminescence; inhibition, % at 3.6 µM; 0.17% of 360,000 active; AID 588352;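 active means inhibition above a per-campaign cutoff, the mean of all compounds plus 3 SD, cut at about 60% in these data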;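 further: 0% = DMSO-treated cells and 100% = gossypol-treated cells at 36 µM; higher means less SRC3-driven luciferase light from the GAL4 reporter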
SRC2 inh = inhibits human steroid receptor coactivator 2. Q15596. HEK293 GAL4-SRC2 luciferase reporter, luminescence. inhibition, % at 9 µM. 0.17% of 370,000 active. AID 651957;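 active means inhibition above the mean inhibition of all tested compounds plus 3 SD, set per campaign, cut at about 52% in these data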;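 further: 0% = DMSO treated cells and 100% = cells given Gossypol at 36 µM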
NR2F2 inh = inhibitors of human COUP-TFII (NR2F2). HEK293T NGFI-A luciferase reporter, luminescence. AID 686940. inhibition, % at 8.6 µM. P24468. 0.7% of 370,000 active;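 active means inhibition above a per-plate cutoff, mean inhibition of test wells between control levels plus 3 SD, cut at about 38% in these data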;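 further: cells cotransfected with COUP-TFII expression vector driving the NGFI-A reporter; 0% = median of COUP-TF2 test wells and 100% = reporter-only cells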
Exocytosis inh = lytic granule exocytosis inhibition; 0.66% of 360,000 active; inhibition, % at 10 µM; TALL-104 LAMP-1 surface exposure, flow cytometry; cells stimulated with thapsigargin and PMA;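 active means inhibition above about 55%, limit read from the data; inconclusive means no clear call, values can overlap the other calls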
NOD2 RIPK2 PPI = NOD2-RIPK2 protein interaction inhibition. 0.38% of 360,000 active. inhibition, % at 4.98 µM. O43353. CHO BLA complementation NOD2-RIPK2, CCF4 ratio; in the data active means inhibition above about 21%;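 further: 0% = vehicle only and 100% = reference blocker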
LRH-1 inv ag = inverse agonists of human LRH-1 (NR5A2); O00482; inhibition, % at 3.6 µM; HEK293T StAR-luciferase reporter, LRH-1 transfected, 24 h; 0.13% of 360,000 active;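 active means inhibition above the mean inhibition of all tested compounds plus 3 SD, cut at about 73% in these data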;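 further: 0% = DMSO wells and 100% = reporter-only cells lacking LRH-1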
* marks the source's active call; other numbers are inactive results. This is a subset; count on the stated rates, not on these rows.

Results for O=C(Nc1c(Cl)ccc2nsnc12)c1ccco1 ?
TWEAK Fn14 block: 15; NCOA1 inh: 0; TLR9-MyD88 inh: 6; ABHD5 PLIN5 PPI: 6; TROY signal inh: 12; SRC3 inh: 2; SRC2 inh: -6; NR2F2 inh: 19; Exocytosis inh: inconclusive; NOD2 RIPK2 PPI: -2; LRH-1 inv ag: 11

Results for CCCCC(CC)CNC(=O)C1CC=CCC1C(=O)O (stereo unspecified) ?
TWEAK Fn14 block: 3; NCOA1 inh: -24; TLR9-MyD88 inh: 1; ABHD5 PLIN5 PPI: -3; TROY signal inh: 1; SRC3 inh: 7; SRC2 inh: -13; NR2F2 inh: 6; Exocytosis inh: -8; NOD2 RIPK2 PPI: -5; LRH-1 inv ag: 12

How did O=C(C1CCN(S(=O)(=O)c2cccnc2)CC1)N1CCN(c2ccccc2Cl)CC1 do in these assays?
TWEAK Fn14 block: -2; NCOA1 inh: -17; TLR9-MyD88 inh: -3; ABHD5 PLIN5 PPI: -4; TROY signal inh: -4; SRC3 inh: -2; SRC2 inh: -6; NR2F2 inh: 12; Exocytosis inh: 4; NOD2 RIPK2 PPI: -2; LRH-1 inv ag: -13

How did O=C(NCCSc1ccccc1)c1ccc(Br)cc1 do in these assays?
TWEAK Fn14 block: 26; NCOA1 inh: -82; TLR9-MyD88 inh: 8; ABHD5 PLIN5 PPI: 3; TROY signal inh: -10; SRC3 inh: -84; SRC2 inh: -34; NR2F2 inh: -40; Exocytosis inh: 0; NOD2 RIPK2 PPI: -4; LRH-1 inv ag: -168

How did COc1ccccc1N1C(=O)C(Cl)=C(N2CCCC2)C1=O do in these assays?
TWEAK Fn14 block: 8; NCOA1 inh: -21; TLR9-MyD88 inh: -7; ABHD5 PLIN5 PPI: -12; TROY signal inh: -5; SRC3 inh: 4; SRC2 inh: 1; NR2F2 inh: 8; Exocytosis inh: -12; NOD2 RIPK2 PPI: -4; LRH-1 inv ag: 3

How did COc1ccccc1[C@@H]1C(c2ccccc2)=NN(c2ccccc2)[C@H]1C(=O)N1CCOC1=O do in these assays?
TWEAK Fn14 block: -24; NCOA1 inh: 6; TLR9-MyD88 inh: -13; ABHD5 PLIN5 PPI: -9; TROY signal inh: -11; SRC3 inh: -5; SRC2 inh: -10; NR2F2 inh: 18; Exocytosis inh: -4; NOD2 RIPK2 PPI: -6; LRH-1 inv ag: 10

How did CC(=O)NCCOc1nc(N(C)C)nc(N2CCCCC2)n1 do in these assays?
TWEAK Fn14 block: 13; NCOA1 inh: 23; TLR9-MyD88 inh: -2; ABHD5 PLIN5 PPI: 0; TROY signal inh: -11; SRC3 inh: 14; SRC2 inh: -42; NR2F2 inh: 2; Exocytosis inh: 3; NOD2 RIPK2 PPI: -3; LRH-1 inv ag: 12

Results for Cc1ccc(/C=N/n2c(C)cc(C)c(C#N)c2=O)o1 ?
TWEAK Fn14 block: -1; NCOA1 inh: -9; TLR9-MyD88 inh: 8; ABHD5 PLIN5 PPI: 3; TROY signal inh: 1; SRC3 inh: 8; SRC2 inh: -26; NR2F2 inh: 5; Exocytosis inh: -2; NOD2 RIPK2 PPI: -6; LRH-1 inv ag: 8

What do the screens show for `CCOC(=O)N1CCN(S(=O)(=O)c2ccc(OC)cc2)CC1`?
TWEAK Fn14 block: 2; NCOA1 inh: 3; TLR9-MyD88 inh: -3; ABHD5 PLIN5 PPI: 6; TROY signal inh: 5; SRC3 inh: -1; SRC2 inh: 7; NR2F2 inh: -11; Exocytosis inh: 6; NOD2 RIPK2 PPI: 14; LRH-1 inv ag: 14

How did O=C(Nc1nnc(Cc2ccc(F)cc2)s1)Nc1ccccc1F do in these assays?
TWEAK Fn14 block: -28; NCOA1 inh: 6; TLR9-MyD88 inh: 7; ABHD5 PLIN5 PPI: 4; TROY signal inh: -2; SRC3 inh: 5; SRC2 inh: -13; NR2F2 inh: 4; Exocytosis inh: -15; NOD2 RIPK2 PPI: -2; LRH-1 inv ag: 11

What do the screens show for `Cc1cnc(NC(=O)Nc2ccccc2)c(C)n1`?
TWEAK Fn14 block: 23; NCOA1 inh: 0; TLR9-MyD88 inh: 4; ABHD5 PLIN5 PPI: -4; TROY signal inh: 9; SRC3 inh: 1; SRC2 inh: -7; NR2F2 inh: -4; Exocytosis inh: -4; NOD2 RIPK2 PPI: -12; LRH-1 inv ag: 1

What do the screens show for `Cc1cc(C)n2cc(CSc3ccc(Cl)cc3)nc2n1`?
TWEAK Fn14 block: -21; NCOA1 inh: -29; TLR9-MyD88 inh: 5; ABHD5 PLIN5 PPI: -7; TROY signal inh: -2; SRC3 inh: -12; SRC2 inh: -10; NR2F2 inh: -24; Exocytosis inh: -1; NOD2 RIPK2 PPI: -10; LRH-1 inv ag: -14

How did O=C(c1ccc(S(=O)(=O)N2CCOCC2)cc1)N1CCc2ccccc21 do in these assays?
TWEAK Fn14 block: 17; NCOA1 inh: 4; TLR9-MyD88 inh: 1; ABHD5 PLIN5 PPI: -6; TROY signal inh: -28; SRC3 inh: 12; SRC2 inh: -5; NR2F2 inh: 1; Exocytosis inh: -8; NOD2 RIPK2 PPI: -4; LRH-1 inv ag: 2

How did O=C(NNC(=O)c1sc2cccc(Cl)c2c1Cl)NC1CCCCC1 do in these assays?
TWEAK Fn14 block: -23; NCOA1 inh: -2; TLR9-MyD88 inh: 4; ABHD5 PLIN5 PPI: 3; TROY signal inh: -7; SRC3 inh: 4; SRC2 inh: -40; NR2F2 inh: 0; Exocytosis inh: 0; NOD2 RIPK2 PPI: 7; LRH-1 inv ag: 2

How did O=C(CN1CCC(NC(=O)Nc2ccccc2-c2ccccc2)CC1)NCc1ccco1 do in these assays?
TWEAK Fn14 block: 5; NCOA1 inh: -5; TLR9-MyD88 inh: 0; ABHD5 PLIN5 PPI: 6; TROY signal inh: -10; SRC3 inh: 13; SRC2 inh: -12; NR2F2 inh: 2; Exocytosis inh: -10; NOD2 RIPK2 PPI: -4; LRH-1 inv ag: 19

Results for Cc1ccc(C)c(-c2ccc(=O)n(Cc3c(F)cccc3Cl)n2)c1 ?
TWEAK Fn14 block: 36; NCOA1 inh: -7; TLR9-MyD88 inh: -2; ABHD5 PLIN5 PPI: -2; TROY signal inh: 13; SRC3 inh: -8; SRC2 inh: 4; NR2F2 inh: 0; Exocytosis inh: 24; NOD2 RIPK2 PPI: 2; LRH-1 inv ag: 1

How did COc1cc(N/C(N)=N/c2nc(C)cc(C)n2)cc(OC)c1 do in these assays?
TWEAK Fn14 block: -7; NCOA1 inh: 16; TLR9-MyD88 inh: -16; ABHD5 PLIN5 PPI: -3; TROY signal inh: -1; SRC3 inh: 9; SRC2 inh: 5; NR2F2 inh: 10; Exocytosis inh: 2; NOD2 RIPK2 PPI: 2; LRH-1 inv ag: 15

What do the screens show for `COc1ccc(-n2c3c(c(=O)[nH]c2=O)C(C(F)(F)F)(C(F)(F)F)N=C(CC(C)C)N3)cc1`?
TWEAK Fn14 block: -9; NCOA1 inh: 1; TLR9-MyD88 inh: -2; ABHD5 PLIN5 PPI: -3; TROY signal inh: 2; SRC3 inh: 6; SRC2 inh: -22; NR2F2 inh: -11; Exocytosis inh: 1; NOD2 RIPK2 PPI: -1; LRH-1 inv ag: 15

How did O=S1(=O)CC2N=C(N(Cc3c(F)cccc3Cl)c3ccccc3F)SC2C1 (stereo unspecified) do in these assays?
TWEAK Fn14 block: 11; NCOA1 inh: 11; TLR9-MyD88 inh: 5; ABHD5 PLIN5 PPI: 8; TROY signal inh: 1; SRC3 inh: 16; SRC2 inh: 20; NR2F2 inh: -6; Exocytosis inh: 0; NOD2 RIPK2 PPI: 0; LRH-1 inv ag: 3

How did Cc1cc(Br)ccc1SCC(=O)OCC(=O)N1CCN(C(=O)c2ccco2)CC1 do in these assays?
TWEAK Fn14 block: -5; NCOA1 inh: 1; TLR9-MyD88 inh: -5; ABHD5 PLIN5 PPI: -8; TROY signal inh: 19; SRC3 inh: 1; SRC2 inh: -21; NR2F2 inh: -4; Exocytosis inh: 11; NOD2 RIPK2 PPI: 8; LRH-1 inv ag: 5

How did NC(=O)C(NC(=O)OCc1ccccc1)c1ccccc1 (stereo unspecified) do in these assays?
TWEAK Fn14 block: 0; NCOA1 inh: -11; TLR9-MyD88 inh: -13; ABHD5 PLIN5 PPI: -8; TROY signal inh: -2; SRC3 inh: -18; SRC2 inh: 0; NR2F2 inh: 5; Exocytosis inh: -4; NOD2 RIPK2 PPI: 2; LRH-1 inv ag: -8

How did N=c1c(C(=O)NCc2ccc3c(c2)OCO3)cc2c(=O)n3ccccc3nc2n1Cc1cccnc1 do in these assays?
TWEAK Fn14 block: -33; NCOA1 inh: -5; TLR9-MyD88 inh: 5; ABHD5 PLIN5 PPI: 4; TROY signal inh: -15; SRC3 inh: 9; SRC2 inh: 4; NR2F2 inh: -15; Exocytosis inh: 3; NOD2 RIPK2 PPI: 8; LRH-1 inv ag: 13

What do the screens show for `Nc1ccn(CCCN2CCN(C(=O)C3CC3)CC2)c(=O)n1`?
TWEAK Fn14 block: 4; NCOA1 inh: -6; TLR9-MyD88 inh: 0; ABHD5 PLIN5 PPI: 3; TROY signal inh: 7; SRC3 inh: -3; SRC2 inh: -2; NR2F2 inh: -16; Exocytosis inh: -2; NOD2 RIPK2 PPI: -7; LRH-1 inv ag: -6

How did COCCNC(=O)CN1CCN(S(=O)(=O)c2ccc3c(c2)CCCC3)CC1 do in these assays?
TWEAK Fn14 block: -4; NCOA1 inh: 9; TLR9-MyD88 inh: -13; ABHD5 PLIN5 PPI: 2; TROY signal inh: -14; SRC3 inh: 10; SRC2 inh: -1; NR2F2 inh: 7; Exocytosis inh: 1; NOD2 RIPK2 PPI: -5; LRH-1 inv ag: 1

How did Cn1cnnc1Sc1ccc(CN2CCN(C3CCCC3)C(CCO)C2)o1 (stereo unspecified) do in these assays?
TWEAK Fn14 block: -4; NCOA1 inh: 8; TLR9-MyD88 inh: 1; ABHD5 PLIN5 PPI: -1; TROY signal inh: 0; SRC3 inh: 22; SRC2 inh: -16; NR2F2 inh: -5; Exocytosis inh: -2; NOD2 RIPK2 PPI: 0; LRH-1 inv ag: 0

What do the screens show for `Cc1cc(-c2ccccc2)nc(SCC(=O)N2CCCC2)n1`?
TWEAK Fn14 block: -8; NCOA1 inh: -13; TLR9-MyD88 inh: -4; ABHD5 PLIN5 PPI: 3; TROY signal inh: -25; SRC3 inh: -4; SRC2 inh: -3; NR2F2 inh: -1; Exocytosis inh: 1; NOD2 RIPK2 PPI: -10; LRH-1 inv ag: 3

How did CCN(CC)S(=O)(=O)c1ccc(N2CCOCC2)c(NC(=O)c2ccc(F)cc2)c1 do in these assays?
TWEAK Fn14 block: -25; NCOA1 inh: -15; TLR9-MyD88 inh: 3; ABHD5 PLIN5 PPI: -2; TROY signal inh: 9; SRC3 inh: 16; SRC2 inh: -18; NR2F2 inh: -2; Exocytosis inh: -3; NOD2 RIPK2 PPI: 2; LRH-1 inv ag: -2
